S1P2 antag: antagonists of human S1P2 receptor. O95136. inhibition, % at 5 µM. AID 736. 0.21% of 97,000 active. cell-based S1P2 antagonist assay, inhibition at 5 uM; in the data active = inhibition above about 45%;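 also: CRE beta-lactamase reporter cells expressing human S1P2 stimulated with S1P; 0% = agonist at EC80 alone and 100% = agonist plus reference antagonist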
hDAT+cocaine: human DAT dopamine uptake with cocaine, either direction. LLC-PK1 hDAT cells, [14C]-dopamine uptake with cocaine IC80; actives deviate in either direction. B-score at 10 µM. 1.3% of 110,000 active. AID 449768;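 active = Z score or B-score, a plate-position-corrected score, falls beyond the plate's 99.7% confidence bounds, in either direction; inactive = both scores lie inside the 99.7% bounds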;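 also: scored against the spread of the other compound wells on the same plate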
Target sequence (Q01959 whole entry, looked up): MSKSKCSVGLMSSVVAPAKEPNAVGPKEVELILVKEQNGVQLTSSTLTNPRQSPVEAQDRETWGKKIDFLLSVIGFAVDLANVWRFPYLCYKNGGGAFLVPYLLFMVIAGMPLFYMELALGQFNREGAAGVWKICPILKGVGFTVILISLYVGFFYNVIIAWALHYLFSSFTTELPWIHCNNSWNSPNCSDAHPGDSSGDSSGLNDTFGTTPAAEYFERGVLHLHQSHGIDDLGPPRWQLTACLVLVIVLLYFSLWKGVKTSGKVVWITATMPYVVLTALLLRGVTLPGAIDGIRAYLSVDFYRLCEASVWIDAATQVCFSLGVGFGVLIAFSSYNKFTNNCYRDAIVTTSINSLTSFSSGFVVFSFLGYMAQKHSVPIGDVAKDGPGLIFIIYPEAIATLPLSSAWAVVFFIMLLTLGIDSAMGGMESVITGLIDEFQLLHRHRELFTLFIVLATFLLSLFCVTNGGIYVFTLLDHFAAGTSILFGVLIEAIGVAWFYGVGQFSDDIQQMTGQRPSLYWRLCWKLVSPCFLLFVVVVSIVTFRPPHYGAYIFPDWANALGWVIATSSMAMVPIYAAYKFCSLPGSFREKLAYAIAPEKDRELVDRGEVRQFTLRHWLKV
CYP2C19 act: activators of human cytochrome P450 2C19. P33261. recombinant CYP2C19, luciferin-H EGE luminescence; stronger effect = higher value; 0 = fully inhibited enzyme, 1 = untreated enzyme. activation factor at 5 µM. 96,000 tested, under 10 active;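 active = activation factor of at least 2 at 5 µM in the primary screen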;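 also: 0 = wells with 2.5 mM tranylcypromine and 1 = vehicle-only wells; values of inactives mirror those of a sister screen read the other way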
CYP2C19 inhib: inhibitors of human CYP2C19; P33261; CYP2C19 Supersomes, luciferin-H EGE luminescence, 30 min; inhibition, % at 5 µM; 21% of 96,000 active; AID 778;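 active = CYP2C19 inhibition above a set limit at 5 µM in the primary screen, cut at about 50% in these data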;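 also: plate controls were negative control wells for no effect and 2.5 mM tranylcypromine positive control for full effect; values of inactives mirror those of a sister screen read the other way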
S1P2 agonist: activates the human S1P2 receptor | O95136 | activation, % at 4.5 µM | AID 729 | 0.46% of 97,000 active | S1P2-expressing cell line, agonist reporter read-out; in the data active = activation above about 16%;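 also: 0% = vehicle low control and 100% = maximal reference agonist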
PostGolgi ctrl: growth of the yeast control strain, post-Golgi counter-screen | efflux-deficient yeast background strain, growth absorbance A615, 16 h | inhibition, % at 10 µM | 5% of 98,000 active
PostGolgi yeast: growth inhibition of a yeast mutant, post-Golgi transport screen; post-Golgi transport phenotypic cell assay; inhibition, % at 10 µM; 0.9% of 98,000 active; AID 739;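 also: yeast cells grown in 1536-well plates; yeast grown about 18 h at 30C before absorbance read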
sEH inh: inhibitors of human soluble epoxide hydrolase. P34913. recombinant human sEH enzymatic activity assay. inhibition, % at 2 µM. 0.34% of 91,000 active. AID 707; in the data active = inhibition above about 80%; also: values of inactives mirror those of a sister screen read the other way; many of its hits are not listed in these tables
sEH activator: activators of human soluble epoxide hydrolase. P34913. purified human sEH enzymatic activity, activator screen. activation, % at 2 µM. 0.04% of 91,000 active; in the data active = activation above about 37%; also: values of inactives mirror those of a sister screen read the other way
Numbers without * were called inactive; · = no result given. Rule as the data show it, unless noted: active = inhibition above about 30%; inactive = the rest.

canonical_smiles	S1P2 antag	hDAT+cocaine	CYP2C19 act	CYP2C19 inhib	S1P2 agonist	PostGolgi ctrl	PostGolgi yeast	sEH inh	sEH activator
CCCCCNC(=O)c1cc(S(=O)(=O)N2CCCCC2)ccc1F	·	1.4	1.1	-6	·	-2	0	·	·
COC(=O)c1c(O)c2ccccc2[nH]c1=O	-12	-1.2	1.1	-9	-8	-5	9	11	-13
O=C(NC1(C(F)(F)F)NC(=O)N(Cc2ccccc2)C1=O)c1cccs1 (centres undefined)	-13	-1.5	·	·	-3	·	·	-1	2
Nc1nnc(SCCN2C(=O)c3ccccc3S2(=O)=O)s1	-12	2.1*	0.7	29	17*	10	-18	11	-8
Cc1nc2cc(-c3ccccc3)nn2c(C)c1CCC(=O)N1CCN(c2ccccn2)CC1	1	-2.3	0.7	28	-5	11	0	7	-4
CCOc1ccc(C(=O)Nc2nnn(CC)n2)cc1	-7	-0.0019	0.8	17	-8	10	0	11	-10
CC(=O)NCCSC(=O)c1ccc(F)cc1	·	-0.11	1	2	·	-1	2	·	·
O=C(NN1c2ccccc2CCc2ccccc21)c1ccccc1Br	11	0.1	0.7	26	-7	16	-5	5	-4
COC(=O)CSc1nc(C)cc(Oc2ccccc2)n1	-3	0.43	0.1	86*	0	-1	6	·	·
O=C1N=C(c2ccccc2)S/C1=C\c1cccs1	-3	-0.94	0.9	15	-5	3	4	4	-8
O=C(O)CCc1ccc(-c2ccccc2)n1Cc1ccco1	-11	1.4	0.4	63*	1	0	5	10	-9
CCn1c(CN2CCN(C(=O)c3ccco3)CC2)nc2c1c(=O)n(C)c(=O)n2C	-1	-0.99	1.1	-14	-1	7	-2	-15	13
O=C(O)CCC(=O)N1CCc2cc(S(=O)(=O)NC3CCCC3)ccc21	14	0.09	1.2	-16	-4	13	-3	3	-5
O=C(COc1ncnc2ccccc12)NCCC1=CCCCC1	·	-0.22	0.5	54*	·	19	-5	·	·
CCC(C)NS(=O)(=O)c1ccc(OCC(=O)N2CCCCC2)cc1 (centres undefined)	-8	-0.63	1	0	-5	2	-6	20	-17
CCCNC(=S)NC1CC2CCC(C1)N2Cc1ccccc1 (centres undefined)	17	-0.55	0.8	18	-3	0	-1	-10	10
CC(=O)c1c(N2CCN(c3cccc(Cl)c3)CC2)nc(=S)n(-c2ccccc2)c1C	6	0.33	0.8	21	-4	4	2	4	-4
CCCOc1ccccc1N1C(=O)CC(N2CCOCC2)C1=O (centres undefined)	1	0.27	1	4	-5	11	-6	8	-8
COc1ccnc(N=CNOCc2ccc(C)cc2)c1C#N	11	0.21	0.9	14	0	5	1	0	0
COc1ccc(N2CCN(S(=O)(=O)c3ccc(Cl)c(C(F)(F)F)c3)CC2)cc1	-13	-1.3	0.8	18	-5	4	0	-8	6
CC(Sc1nc(NCc2ccccc2)nc(N2CCOCC2)n1)C(=O)Nc1ccccc1 (centres undefined)	-19	0.21	0.8	24	0	2	-5	5	-2
c1cc(C(c2nnnn2C2CCCCC2)N2CCN3CCCC3C2)ccn1 (centres undefined)	-13	0.45	·	·	-3	1	11	1	-2
CCOC(=O)c1c(NC(=O)CSc2nc3cccnc3n2C)sc(C(C)=O)c1C	-19	-0.066	0.7	27	6	37*	-2	6	-7
Cc1ccccc1OCC(=O)NCC1CCCO1 (centres undefined)	-10	-0.67	0.5	45	-1	-11	7	-14	14
COC(=O)c1ccc(Cn2cnc3c(cnn3-c3ccc(C)c(C)c3)c2=O)o1	-19	0.038	·	·	-5	·	·	-7	7
CN1CCN(S(=O)(=O)c2cccc(S(=O)(=O)c3cccc(S(=O)(=O)N4CCN(C)CC4)c3)c2)CC1	-2	-0.97	0.6	40	-5	-8	16	0	-2
Cc1ccc(S(N)(=O)=O)cc1NC(=O)C1CC2CCC1C2 (centres undefined)	2	-0.05	0.9	6	-7	5	-3	-9	10
CC1(C)Cc2nc3n[nH]c(N)c3cc2CO1	34	0.44	1.2	-17	-1	17	-9	1	-6
Brc1ccc2ncnc(NCc3ccco3)c2c1	29	·	0.7	29	-3	13	-7	4	-6
O=C1CC(Nc2ccc(N3CCOCC3)cc2)C(=O)N1CCc1ccccc1 (centres undefined)	0	0.32	0.8	25	-6	14	-6	-8	9
CCOC(=O)c1c(C)[nH]c(C(=O)CSc2nnnn2-c2ccccc2)c1C	·	-0.82	0.9	10	·	4	-4	·	·
CCN(Cc1cc2cc(OC)ccc2[nH]c1=O)C(=O)c1ccncc1	4	-0.5	0.3	74*	-2	0	-4	9	-7
O=S(=O)(c1cccc2nsnc12)N1CCOCC1	-3	-0.0041	0.8	24	-3	2	14	6	-7
CC(C)Cn1c(-c2ccc(F)cc2)n[nH]c1=S	15	-1.9	0.1	86*	-8	22	-6	14	-15
C=CCn1cc(C(=O)N2CCN(C)CC2)c(=O)c2cc(S(=O)(=O)N3CCCC3)ccc21	2	·	0.9	9	-1	2	-15	2	0
C=CCn1c(SCC2=C(C(=O)OCC)C(C)NC(=O)N2)nnc1C1CCCCC1 (centres undefined)	21	1.1	0.9	13	-9	16	4	-2	5
COc1ccccc1NC(=O)CSc1nc(N)cc(N)n1	-1	-0.57	0.3	72*	-6	-5	-9	-4	6
O=C(Cc1csc(N2CCOCC2)n1)N/N=C/c1cccc(O)c1	6	-0.46	0.9	13	-3	4	4	7	-4
CCCn1nnc2sc3c(c2c1=O)CCC(C)C3 (centres undefined)	-4	-0.98	0.7	28	-5	16	-2	5	-5
Cc1ccccc1OC(=O)CCC(=O)OCCCC(F)(F)C(F)(F)F	10	-0.44	0.5	54*	-4	-1	-15	4	-4
COc1ccc(OCC(O)Cn2cnc(-c3ccc(Br)cc3)c2)cc1 (centres undefined)	3	-0.22	·	·	-6	·	·	13	-12
O=C(Nc1ncn[nH]1)c1ccc([N+](=O)[O-])cc1[N+](=O)[O-]	14	-0.44	1	-2	-7	4	8	-5	8
Fc1cccc(Cl)c1CSc1nnc(CN2CCOCC2)n1-c1ccccc1	10	-0.095	0.7	25	-3	2	0	-18	19
O=C(NCc1cccnc1)NC1(C(F)(F)F)Oc2ccc(Cl)cc2O1 (centres undefined)	9	-7.4*	0.1	91*	-6	3	-5	-3	0
c1cn2cc(CSC3CCCCC3)nc2s1	-10	-0.9	1	-2	1	7	-2	-20	17
O=C(NCc1ccccc1Cl)C1CCN(S(=O)(=O)N2CCCCC2)CC1	11	-0.1	0.9	14	-9	4	1	·	·
CCOC(=O)c1ccc(NC(=O)CSc2nnnn2CCCO)cc1	2	1.1	0.4	58*	-5	6	1	·	·
COCCNC(=O)c1nc2c(nnn2Cc2cc(C)ccc2C)c(=O)[nH]1	-15	-0.42	·	·	-5	·	·	-4	3
CNc1nc(-c2ccccc2)nc(-c2ccccc2)c1C#N	-15	0.096	1	4	-3	-4	6	-26	27
Cc1ccc(C)c(N2CCN(C(c3ccncc3)c3nnnn3Cc3ccccc3)CC2)c1 (centres undefined)	3	0.21	0	97*	-2	7	7	-8	8
Cc1cc(C)nc(NC(=O)NS(=O)(=O)Nc2ccc(Br)cn2)n1	21	-0.66	1	3	-4	3	0	-12	13
CC(=O)Nc1sc2c(c1CN1CCN(C)CC1)CCCC2	9	-0.67	0.8	20	-4	-2	0	-2	6
CC(=O)c1c(N)c(C#N)c(C)n1-c1ccc(Br)cc1	4	0.028	0.1	94*	5	3	-1	-7	5
CCCNC(=O)c1cc(-c2ccco2)on1	-3	0.42	·	·	-4	3	10	6	-5
COc1cc(SC)ccc1C(=O)Nc1ccc(S(=O)(=O)N2CCCC2)cc1	·	1.4	1	-1	·	1	8	·	·
COc1ccc(C(=O)Nc2nc3ccccc3c(=O)[nH]2)cc1	14	-0.31	0.8	15	-5	0	12	-5	3
Cn1nc(-c2ccccc2)c(COC(=O)c2cccc(Cl)c2)c1S(=O)(=O)c1ccccc1	2	-0.31	0.8	15	-6	21	-6	-17	13
CCOc1cccc(CNc2ccc(O)cc2)c1OCc1ccc(Cl)cc1Cl	-36	·	0.7	30	1	17	9	7	-5
CC(=O)c1c(C)n(C)c2ccc(O)cc12	4	-1	0.9	7	-2	-6	-2	11	-10
Cc1sc2ncnc(NCC3CCCO3)c2c1C (centres undefined)	15	-0.33	0.8	19	-2	0	3	-5	7

(more compounds)
canonical_smiles	S1P2 antag	hDAT+cocaine	CYP2C19 act	CYP2C19 inhib	S1P2 agonist	PostGolgi ctrl	PostGolgi yeast	sEH inh	sEH activator
CCOC(=O)N1CCC(N(C(=O)Nc2ccc(Cl)c(Cl)c2)C(C)CC)CC1 (centres undefined)	5	0.072	0.1	89*	-4	39*	0	9	-9
O=C(CCc1ccccc1)Nc1nnc(-c2cccs2)o1	-3	-0.36	0.7	31	-2	-13	0	·	·
Cc1noc(C)c1COC(=O)CCOc1ccccc1	22	-1.4	0.5	48	-2	-2	-12	-4	6
O=C1CN(C(=O)CN2CCCC2)C(c2ccccc2)c2cc(Br)ccc2N1 (centres undefined)	22	-1.9	0.7	30	-5	0	0	1	-6
O=C(CCC(=O)NNC(=S)Nc1ccccc1)NCc1ccccc1	-50	-0.4	1.1	-11	-2	-3	4	5	-2
COCCNCCOCCOc1cccc(OC)c1	-1	-0.29	0.9	10	1	3	-2	7	-7
CCn1c(C(O)c2cccc(OC)c2OC)nc2ccccc21 (centres undefined)	-10	0.59	0.1	87*	-6	7	6	6	-4
Cc1cccc(NC(=O)C2CC(=O)n3cnnc3S2)c1 (centres undefined)	8	0.017	1	0	-2	11	0	5	-8
CCOC(=O)C1=NNC2C(=O)N(C3CCCCC3)C(=O)C12 (centres undefined)	-12	0.39	0.8	25	-11	2	-1	-18	21

Source: PubChem BioAssay (several laboratories)
